PLK1 PBD block – blocks phosphopeptide binding to human PLK1 polo-box domain. Plk1 PBD binding of FITC phosphopeptide, fluorescence polarization. Potency, µM, for the others: max response, negative = inhibition, hits mostly inhibitors. hit rate 2.8% among 360,000. AID 720504; further: potency means the concentration at half of the fitted maximal effect; series mostly up to about 57 µM; on the % scale 0 is the no-effect control and ±100 the full control effect; nearly all actives have a fitted effect of over 65% in size
Mm-Cpn inhibitor – inhibitors of Methanococcus maripaludis chaperonin (MmCpn) | purified Mm-Cpn ATPase, ADP Transcreener TR-FRET | Potency, µM (doses to about 76.9 µM), for the others: at the highest dose activity, negative = inhibition, actives largely listed as inhibitors | hit rate 0.031% among 330,000 | AID 504842; further: potency means the concentration at half of the fitted maximal effect; on the % scale 0 is the no-effect control and ±100 the full control effect; nearly all actives have a fitted effect of over 80% in size
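25 nM Mm-CPN + cpd, 10 min 37°C; + 10 uM ATP, 30 min 37°C; buffer 30 mM Tris pH 7.4, 100 mM KCl, 5 mM MgCl2, 1 mM DTT; Transcreener ADP HTRF detection 30 min RT.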
PI5P4Ka inh – blocks human PI5P4K alpha kinase activity; PI5P4Kalpha enzyme, ADP-Glo luminescence, 60 min; stronger effect = lower value; AID 652105; hit rate 1.2% among 330,000; P48426; max response, %; active means max response of -50% or lower; inconclusive means between -30% and -50%; inactive means -30% or higher; further: value at the top dose of about 77 µM; on the % scale 0 is the no-effect control and ±100 the full control effect
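qHTS, 1536-well: enzyme/substrate mix, compound by pin tool, 5 microM ATP final; RT 60 min; ADP-Glo reagents 1 (45 min) then 2 (30 min); luminescence.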
EPAC2 antag – antagonists of human EPAC2 | hit rate 0.18% among 360,000 | Potency, µM (titrated, usually from 114 µM), inactives show at the highest dose activity, negative = inhibition, most hits filed as inhibitors | Q8WZA2 | EPAC2 GEF exchange of Rap1B-BODIPY-GDP, fluorescence; further: potency means the concentration at half of the fitted maximal effect; on the % scale 0 is the no-effect control and ±100 the full control effect; nearly all actives have a fitted effect of over 45% in size; many of its hits are not listed in these tables
Target sequence (Q8WZA2 whole entry, looked up): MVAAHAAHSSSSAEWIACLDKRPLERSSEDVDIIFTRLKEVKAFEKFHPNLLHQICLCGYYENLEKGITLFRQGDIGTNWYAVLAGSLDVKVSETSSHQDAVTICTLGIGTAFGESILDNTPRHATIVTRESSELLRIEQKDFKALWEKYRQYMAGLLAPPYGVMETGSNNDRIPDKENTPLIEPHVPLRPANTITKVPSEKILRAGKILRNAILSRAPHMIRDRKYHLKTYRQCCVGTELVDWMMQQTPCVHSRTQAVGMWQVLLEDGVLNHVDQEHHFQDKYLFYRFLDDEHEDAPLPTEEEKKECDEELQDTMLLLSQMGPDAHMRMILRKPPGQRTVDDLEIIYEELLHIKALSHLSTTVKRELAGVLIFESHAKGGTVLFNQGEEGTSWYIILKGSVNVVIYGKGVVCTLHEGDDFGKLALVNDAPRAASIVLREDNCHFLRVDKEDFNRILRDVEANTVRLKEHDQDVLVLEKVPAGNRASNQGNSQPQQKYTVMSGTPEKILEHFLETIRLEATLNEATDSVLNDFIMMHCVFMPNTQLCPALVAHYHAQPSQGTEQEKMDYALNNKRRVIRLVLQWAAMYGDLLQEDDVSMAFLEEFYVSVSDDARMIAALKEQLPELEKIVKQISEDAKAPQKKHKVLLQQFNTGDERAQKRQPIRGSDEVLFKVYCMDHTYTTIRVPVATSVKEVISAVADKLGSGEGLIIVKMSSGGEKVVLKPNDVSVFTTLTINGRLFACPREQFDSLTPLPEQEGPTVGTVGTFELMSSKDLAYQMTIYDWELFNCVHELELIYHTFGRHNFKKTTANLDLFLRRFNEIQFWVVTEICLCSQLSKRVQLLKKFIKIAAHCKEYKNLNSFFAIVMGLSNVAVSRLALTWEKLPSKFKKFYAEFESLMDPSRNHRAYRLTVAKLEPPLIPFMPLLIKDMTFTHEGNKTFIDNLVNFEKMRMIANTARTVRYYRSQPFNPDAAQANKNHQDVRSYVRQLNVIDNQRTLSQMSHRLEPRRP
CCT chaperon mod – changes cytosolic chaperonin activity; AID 651819; hit rate 0.3% among 360,000; purified chaperonin ATPase assay, HTRF ADP detection, 30 min; activity change, % (no concentration beside the values), hits read low; in the data active means activity change below about -30%; further: on the % scale 0 is the no-effect control and ±100 the full control effect
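TRiC (40 or 20 nM final, by batch activity) in 30 mM Tris pH 7.4, 100 mM KCl, 5 mM MgCl2, 1 mM DTT was treated with compound at 76 uM single dose, then 10 uM ATP, 30 min at 37 °C. ADP was read by HTRF Transcreener.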
EPAC1 antag – antagonists of human EPAC1. Potency, µM (doses to about 115 µM), for the others: top-dose activity change, negative = inhibition, hits mostly inhibitors. EPAC1 GEF assay, Rap1b-BODIPY-GDP exchange fluorescence. hit rate 0.14% among 360,000. O95398;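 further: potency means the concentration at half of the fitted maximal effect; plate controls were vehicle for no effect and positive control for full effect; nearly all actives have a fitted effect of over 50% in size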
WRN helicase inh – blocks human WRN helicase | WRN helicase unwinding, fluorescent forked duplex, kinetic | Potency, µM (highest dose often 114 µM), for the others: at the highest dose activity change, negative = inhibition, most hits filed as inhibitors | hit rate 0.46% among 360,000 | AID 651768; further: potency means the concentration at half of the fitted maximal effect; on the % scale 0 is the no-effect control and ±100 the full control effect; nearly all actives have a fitted effect of over 55% in size
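Fluorescence dequenching readout, ex 525 nm/em 598 nm, kinetic mode: forked duplex DNA (100 nM final) with adjacent fluorophore and quencher unwound by WRN (20 nM final) with 2 mM ATP. Compound preincubation 15 min, room temperature.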
EPAC1 agonist – EPAC1 (human) agonism. O95398. EPAC1 agonist qHTS, biochemical assay; response scale: 100% = response to 6.5 mM cAMP. Potency, µM (doses to about 154 µM), for inactives: at the top dose activation, usual class: activators. hit rate 0.073% among 360,000. AID 720707; further: potency means the concentration at half of the fitted maximal effect; nearly all actives have a fitted effect of over 60% in size
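Read-out is the fluorescence drop as BODIPY-GDP leaves Rap1B (480 nm excitation, 540 nm emission), recorded every 5 minutes over 30 minutes. Reactions held 100 nM EPAC1, 250 nM Rap1B–BODIPY-GDP and 50 uM GDP, with 6.5 mM cAMP setting full activation.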
Starred values were filed as active, the others as inactive; ? = inconclusive; / = no result given; [ ] = remark or other dose. Unless noted, the call rests on the fitted dose curve; in most records, active means well fitted curve in the direction sought with a large enough effect; inconclusive means small, poorly fitted or top-dose-only effect, or another doubt; inactive means no such curve, though single readings can be large; an effect the other way counts as inactive or inconclusive. A portion of the library. The share of hits here may be higher or lower than overall.

1: Cc1c(C(=O)NN)[nH]c2ccc([N+](=O)[O-])cc12
2: O=[N+]([O-])c1cc([N+](=O)[O-])c(Oc2cccnc2Br)cc1NN1CCCCC1
3: CN(CC(=O)Nc1ccc(Cl)c(C(F)(F)F)c1)C(=O)C1CC(=O)N(Cc2ccco2)C1 (configuration not stated)
4: CCOC(=O)/C(C#N)=C/c1cc2ccccc2nc1N1CCCCC1
5: O=S(=O)(c1cccc(NC(=S)Nc2ccc(Br)cc2Cl)c1)N1CCOCC1
6: Cc1nn(CC(=O)c2ccc(Cl)cc2Cl)c(C)[n+]1N
7: COc1ccc(-n2c(SC(C)C(=O)Nc3ccc(NC(C)=O)cc3)nc3ccccc3c2=O)cc1OC (configuration not stated)
8: O=C(Nc1cc(C(=O)N2CCOCC2)ccc1N1CCCC1)c1cccs1
screen / no.,1,2,3,4,5,6,7,8
PLK1 PBD block,6%,-14%,-3%,-22%,-25%,0%,-14%,-4%
Mm-Cpn inhibitor,-3%,1%,0%,-26%,1%,0%,-1%,0%
PI5P4Ka inh,-3,-1,-7,9,6,10,-3,/
EPAC2 antag,-4%,-23%,0%,?,14%,6%,-8%,9%
CCT chaperon mod,-1.3,-2.6,-1.9,-9.2,-63*,-1.2,0.5,-0.2
EPAC1 antag,-9%,-15%,-19%,3%,10%,-11%,-2%,7%
WRN helicase inh,-7%,-6%,-2%,-32%,-19%,5%,-5%[57.1 µM],-1%
EPAC1 agonist,-1%,-8%,-2%,18%,-1%,1%,-7%,3%

9: CC(C)C(c1nnnn1CCc1ccccc1)N1CCN(C(=O)c2ccco2)CC1 (configuration not stated)
10: Cn1c(SCC(=O)N2CCOCC2)nnc1-c1cccc(NC(=O)c2ccccc2)c1
11: CCOC(=O)C1(C)C=C(Nc2ccc(OCC)cc2)C(=O)N1c1ccccc1 (configuration not stated)
12: O=C(Cn1ncc2c3ccccc3n(Cc3ccccc3)c2c1=O)N1CCN(c2ccccn2)CC1
13: CCc1nc2ccc(C(=O)Nc3ccc(NC(C)=O)cc3)cc2nc1CC
14: CN(C)CCN(C)C1CN(Cc2ccccc2)S(=O)(=O)C1 (configuration not stated)
15: Cc1ccc(OCc2ccc(C(=O)N3CCCC3)o2)c([N+](=O)[O-])c1
16: CCC1=NN(S(=O)(=O)c2ccc(C)cc2)C(O)(C(F)(F)F)C1 (configuration not stated)
screen / no.,9,10,11,12,13,14,15,16
PLK1 PBD block,-8%,-12%,4%,-7%,-17%,-12%,-11%,-7%
Mm-Cpn inhibitor,-2%,1%,1%,1%,-1%,/,-3%,0%
PI5P4Ka inh,-9,-14,5,7,-5,-1,10,0
EPAC2 antag,22%,6%,-11%,-3%,2%,9%,-9%,7%
CCT chaperon mod,2.2,-3.2,1.3,-3.1,-0.2,-0.7,-1.2,0.1
EPAC1 antag,-19%,-5%,-21%,-2%,-5%,4%,7%,9%
WRN helicase inh,-10%,-1%,-3%,7%,-2%,3%,-6%,-14%
EPAC1 agonist,1%,3%,-10%,-4%,-2%,0%,3%,-8%

17: Cc1cc(C(=O)OCC(=O)NC(=O)NC(C)(C)C)c(C)o1
18: CCOC(=O)N1CCC(NC(=O)c2ccccc2C(=O)O)CC1
19: COc1ccc(C2=NOC3(CC(=O)N(c4ccc(F)cc4)C3=O)C2)cc1 (configuration not stated)
20: Cc1c(C(=O)O)[nH]c2c1C(=O)CC(c1ccccc1)C2 (configuration not stated)
21: CCS(=O)(=O)N1CCC(C(=O)NCc2ccc(OC)cc2OC)CC1
22: CC1CC(C)CN(C(=O)COC(=O)c2cccc(S(=O)(=O)N(C)c3ccccc3)c2)C1 (configuration not stated)
23: CN(Cc1c(C(=O)N/N=C/c2ccccc2)nnn1-c1nonc1N)c1ccccc1
24: CNc1nc(N)c([N+](=O)[O-])c(Nc2cccc(F)c2)n1
screen / no.,17,18,19,20,21,22,23,24
PLK1 PBD block,-6%,1%,-8%,-5%,-4%,-11%,?,3%
Mm-Cpn inhibitor,1%,-3%,0%,2%,-5%,2%,-2%,-1%
PI5P4Ka inh,1,-2,-12,?,1,-1,0,0
EPAC2 antag,11%[57.1 µM],4%,1%,-4%,6%,-24%,-11%,-2%
CCT chaperon mod,1.3,-1.7,0.4,1.6,2.6,-1.2,1.5,0.8
EPAC1 antag,5%,-6%,2%,?,-8%,-20%,0%,2%
WRN helicase inh,2%,2%,-7%,-25%[57.1 µM],-3%,-7%,-14%,-7%
EPAC1 agonist,-9%,-2%,-6%,6%,7%,-2%,9%,1%

4 of the entries above in order of the EPAC1 antag value, largest number first.
15: Cc1ccc(OCc2ccc(C(=O)N3CCCC3)o2)c([N+](=O)[O-])c1
17: Cc1cc(C(=O)OCC(=O)NC(=O)NC(C)(C)C)c(C)o1
1: Cc1c(C(=O)NN)[nH]c2ccc([N+](=O)[O-])cc12
2: O=[N+]([O-])c1cc([N+](=O)[O-])c(Oc2cccnc2Br)cc1NN1CCCCC1
screen / no.,15,17,1,2
PLK1 PBD block,-11%,-6%,6%,-14%
Mm-Cpn inhibitor,-3%,1%,-3%,1%
PI5P4Ka inh,10,1,-3,-1
EPAC2 antag,-9%,11%[57.1 µM],-4%,-23%
CCT chaperon mod,-1.2,1.3,-1.3,-2.6
EPAC1 antag,7%,5%,-9%,-15%
WRN helicase inh,-6%,2%,-7%,-6%
EPAC1 agonist,3%,-9%,-1%,-8%

Following part
25: Cc1ccc(OCC(=O)NC2CCS(=O)(=O)C2)c(C)c1 (configuration not stated)
26: Cc1cc(CNC(=O)CC2C(=O)NCCN2CC(c2ccccc2)c2ccccc2)on1 (configuration not stated)
27: COc1ccc(-n2cnc3cc(NCc4ccco4)ccc32)cc1
28: CC1CCCC(NCC(O)COC(c2ccc(F)cc2)c2ccc(F)cc2)C1C (configuration not stated)
29: O=C(CSc1nc(O)c(Cc2ccccc2)c(=O)[nH]1)c1ccccc1
30: COc1cccc(OCc2cc(C(=O)N3CCN(C4CCCCC4)C(=O)C3)no2)c1
31: CCSc1ccc(NC(=O)c2cccnc2)cc1
32: COC(=O)[C@]12CCCCC=C1N(Cc1ccc3c(c1)OCO3)C(=O)[C@H](CC(=O)NCc1cccs1)C2
screen / no.,25,26,27,28,29,30,31,32
PLK1 PBD block,2%,-22%,-2%,2%,-8%,-13%,-4%,-8%
Mm-Cpn inhibitor,1%,3%,0%,-4%,-1%,0%,0%,/
PI5P4Ka inh,6,-1,/,4,-5,-11,?,1
EPAC2 antag,11%,-2%,-5%,-5%,10%,-1%,-14%,-11%
CCT chaperon mod,-1.3,-2.8,-0.9,-1.3,1.0,-2.9,2.0,/
EPAC1 antag,7%,-30%,-3%,-1%,-3%,-7%,5%,9%
WRN helicase inh,11%,-31%,-9%,-17%,-13%,0%,0%,2%
EPAC1 agonist,-11%,3%,7%,5%,1%,4%,1%,9%

33: CC1=C(C(=O)Nc2ccccc2)C(c2ccncc2)C(C#N)=C(SCC(=O)NC(C)C)N1 (configuration not stated)
34: COc1ccc(C2=NOC(C)(c3nnc(Cc4ccccc4)o3)C2)cc1 (configuration not stated)
35: C=C(C)COc1ccc(-c2n[nH]c(C)c2-c2ccccc2)c(O)c1
36: CCCCCCCNc1cccc(C)c1
37: c1ccc2c(c1)CCCN2c1nc(N2CCOCC2)nc(N2CCOCC2)n1
38: COc1ccc(NC(=O)CCC(=O)c2ccc(F)cc2)cc1
39: CCCCn1c(N)c(N(CCC(C)C)C(=O)c2cc(Cl)nc3ccccc23)c(=O)[nH]c1=O
40: COc1ccc(CNC(=O)NCc2ccc(OC)c(OC)c2)cc1OC
screen / no.,33,34,35,36,37,38,39,40
PLK1 PBD block,-5%,3%,-14%,0%,4%,-17%,-2%,-6%
Mm-Cpn inhibitor,-2%,/,0%,1%,0%,/,-10%,2%
PI5P4Ka inh,/,-11,4,2,-2,1,1,/
EPAC2 antag,2%,-6%,-21%,6%,-2%,2%,2%,-2%
CCT chaperon mod,-0.4,1.8,-4.3,-0.2,-1.0,-1.8,-0.7,-3.6
EPAC1 antag,-1%,?,-29%,-1%,-4%,26%,-11%,7%
WRN helicase inh,8%,-4%,-5%,3%,-4%,9%,-2%,2%
EPAC1 agonist,2%,6%,22%,-3%,10%,14%,-5%,6%

41: COc1ccc(N(CC(=O)Nc2cc(OC)ccc2OC)S(=O)(=O)c2c(C)noc2C)cc1
42: COc1ccc(N2C(=O)C(CC(=O)Nc3ccc(F)cc3)N(CCc3cccs3)C2=O)cc1 (configuration not stated)
43: NC(=S)Nc1cccc2cn[nH]c12
44: COc1ccc(CCNC(=O)c2cccnc2SC)cc1
45: CC1C(C#N)=C(N)OC2=C1C(=O)CC(c1ccccc1)C2 (configuration not stated)
46: COc1cccc(C2C(C#N)=C(N)N(c3ncn[nH]3)C3=C2C(=O)CCC3)c1 (configuration not stated)
47: Cc1ccc(-c2csc(C3=C(O)CN(NC(=O)c4ccc([N+](=O)[O-])cc4)C3=N)n2)cc1
48: Cc1nn(CC(=O)N(C)c2c(N)n(Cc3ccccc3)c(=O)[nH]c2=O)c(C)c1[N+](=O)[O-]
49: COc1cc2cc(CN(CCN3CCCC3)C(=O)Nc3ccc(F)cc3)c(=O)[nH]c2cc1OC
screen / no.,41,42,43,44,45,46,47,48,49
PLK1 PBD block,2%,-4%,-4%,-1%,-4%,-5%,-19%,-8%,-10%
Mm-Cpn inhibitor,0%,-1%,3%,-1%,0%,1%,2%,0%,-2%
PI5P4Ka inh,6,2,-2,4,3,0,-7,-1,0
EPAC2 antag,-3%,-3%,2%,6%,10%,1%,6%,-9%,-1%
CCT chaperon mod,-0.5,-0.9,2.5,-2.0,0.0,-0.3,-1.9,-1.8,-2.6
EPAC1 antag,-19%,-18%,-1%,1%,9%,5%,-14%,6%,-7%
WRN helicase inh,-3%,-6%,-12%,3%,0%,-7%,-1%,3%,-35%
EPAC1 agonist,-1%,-1%,4%,3%,-9%,6%,-2%,5%,5%

Compound activity as filed in PubChem BioAssay.
